# Assay outcomes: PubChem BioAssay, National Center for Advancing Translational Sciences (NCATS)
# aSyn rescue – rescues yeast growth from alpha-synuclein toxicity. 370,000 compounds, 0.14% hits. Potency, µM (titrated, usually from 46.1 µM), without a hit: top-dose growth rescue (activation), usual class: activators. Yeast expressing alpha-synuclein, growth rescue, BacTiter-Glo, 24 h; note: potency is the fitted concentration of half-maximal effect; % of control where 0% means no effect; nearly all actives have a fitted effect of over 65% in size
#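 Galactose-induced alpha-syn yeast (OD600=0.02, raffinose-pregrown) + pinned cpd, 24 hr, 30 deg C; growth by BacTiter-Glo luminescence. Growth restoration scores as activation.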
# KB-V1 MDR tox – KB-V1 MDR subline cytotoxicity. KB-V1 MDR cells viability, CellTiter-Glo, 72 h. Potency, µM (series often up to 46.1 µM), for inactives: at the highest dose activity change, negative = cytotoxicity, most hits filed as cytotoxic. 400,000 compounds, 3.4% hits. AID 1347076; note: potency is the fitted concentration of half-maximal effect; % is set by controls: 0 for no effect and ±100 for the full control effect; nearly all actives have a fitted effect of over 60% in size
#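 In this primary screen, KB-V1 cells overexpressing P-gp are incubated with library compounds (lowest to highest concentration) for 72 h at 37 degrees C before a luminescent ATP viability read.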
# TDP-43 yeast inh – rescues yeast growth from TDP-43 toxicity | Potency, µM (top dose mostly 46.1 µM), inactives show top-dose growth rescue (activation), actives largely listed as activators | TDP-43 expressing yeast growth rescue, BacTiter-Glo, 24 h | 410,000 compounds, 1.8% hits; note: potency is the fitted concentration of half-maximal effect; % of control where 0% means no effect; nearly all actives have a fitted effect of over 50% in size
#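 Yeast expressing TDP-43 (pregrown in raffinose, seeded at OD600=0.02 in galactose medium) exposed to compounds 24 hr at 30 deg C. Growth read by BacTiter-Glo luminescence; rescue of toxicity appears as increased signal.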
# GLP-1R inv ag – inverse agonists of human GLP-1 receptor; P43220; HEK293 GLP-1R CRE-luciferase, luminescence, 24 h; GLP-1R form is constitutively active; 410,000 compounds, 1.6% hits; Potency, µM (top dose mostly 38.3 µM), for the others: top-dose activity change, negative = inhibition, hits mostly inhibitors; AID 624417; note: potency is the fitted concentration of half-maximal effect; % is set by controls: 0 for no effect and ±100 for the full control effect; nearly all actives have a fitted effect of over 55% in size
# Target sequence (P43220 whole entry, looked up): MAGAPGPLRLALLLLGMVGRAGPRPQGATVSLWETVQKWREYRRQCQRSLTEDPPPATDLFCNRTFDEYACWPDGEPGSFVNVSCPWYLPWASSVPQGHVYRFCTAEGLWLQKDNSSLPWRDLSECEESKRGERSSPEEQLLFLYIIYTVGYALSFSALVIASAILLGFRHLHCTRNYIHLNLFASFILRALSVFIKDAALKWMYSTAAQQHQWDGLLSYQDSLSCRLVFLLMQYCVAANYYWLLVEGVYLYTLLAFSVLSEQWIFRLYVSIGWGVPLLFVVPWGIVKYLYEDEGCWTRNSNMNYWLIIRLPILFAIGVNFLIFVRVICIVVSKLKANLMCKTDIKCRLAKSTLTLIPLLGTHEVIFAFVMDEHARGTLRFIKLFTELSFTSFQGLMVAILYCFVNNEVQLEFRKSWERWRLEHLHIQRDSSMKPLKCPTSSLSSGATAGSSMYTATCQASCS
#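 qHTS in 1536-well format: reporter HEK293 cells expressing constitutive GLP-1R activity in DMEM + 10% Nu serum, 24 hr with compounds at 37 deg C, luminescence read after 12 min with detection reagent.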
# D3 antag – antagonists of human D3 dopamine receptor | max response, negative = inhibition, % | P35462 | 360,000 compounds, 2.5% hits | D3R cells, DiscoveRx beta-arrestin luminescence, antagonist mode; stronger effect = lower value | AID 652054; in the data active = max response below about -50%; inconclusive = no clear call, values can overlap the other calls; note: % is set by controls: 0 for no effect and ±100 for the full control effect; mostly tested at two doses, the higher about 12 µM
# Target sequence (P35462 whole entry, looked up): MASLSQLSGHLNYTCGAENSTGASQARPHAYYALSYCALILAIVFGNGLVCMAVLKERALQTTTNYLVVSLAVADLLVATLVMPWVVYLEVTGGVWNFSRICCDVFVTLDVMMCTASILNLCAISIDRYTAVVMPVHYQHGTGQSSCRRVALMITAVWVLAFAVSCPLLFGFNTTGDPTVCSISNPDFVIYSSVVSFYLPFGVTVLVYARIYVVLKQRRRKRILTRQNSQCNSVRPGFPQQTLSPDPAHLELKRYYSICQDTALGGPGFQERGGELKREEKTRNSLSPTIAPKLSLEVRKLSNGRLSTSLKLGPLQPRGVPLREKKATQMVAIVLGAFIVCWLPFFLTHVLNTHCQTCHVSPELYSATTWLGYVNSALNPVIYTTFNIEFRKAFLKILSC
#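 Cells expressing the human receptor were seeded at 1500 cells/well, incubated overnight at 37 degrees C in 5% CO2, then exposed to library compounds with dopamine controls for 90 minutes at 37 degrees C before luminescent detection.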
# DRD3 agonist – agonists of human D3 dopamine receptor. P35462. D3R DiscoveRx beta-arrestin cells, luminescence, 90 min. max activation, %. 410,000 compounds, 0.58% hits; in the data active = max activation above about 30%; note: 0% is about no effect; mostly tested at two doses, the higher about 12 µM
#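 Cells at 1500/well, incubated overnight, then treated with pinned compounds (dopamine as control) for 90 min at 37 degrees C. DiscoveRx reagent added for 30 - 60 minutes at room temperature; luminescence read.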
# GLP1R ag – GLP-1 receptor (human) agonism. P43220. HEK293 GLP-1R CRE-luciferase, luminescence, 4-6 h; cells express a hypersensitive GLP-1R form. Potency, µM (series often up to 45.6 µM), without a hit: at the top dose activation, hits mostly activators. 380,000 compounds, 0.007% hits. AID 624172; note: potency is the fitted concentration of half-maximal effect; % of control where 0% means no effect
# GLP1R cytotox – cytotoxic in the GLP-1 receptor inverse agonist counter-screen; Potency, µM (top dose mostly 38.3 µM), inactives show top-dose activity change, negative = inhibition, usual class: inhibitors; 410,000 compounds, 0.13% hits; AID 624418; HEK293 cAMP-luciferase reporter cells, luminescence, 24 h;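 note: loss of luciferase light is scored as toxicity; potency is the fitted concentration of half-maximal effect; % is set by controls: 0 for no effect and ±100 for the full control effect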
#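 Cells in DMEM/10% Nu serum/1% pen-strep, 1536-well format. Pre-incubated 12 h, dosed with 23 nL compound, incubated a further 24 h. Luciferase detection, 12 min at room temp, luminescence.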
# PTHR1 ag – PTHR1 (human) receptor agonism | 410,000 compounds, 0.075% hits | HEK293 GP2 PTHR1 cells, GloSensor cAMP luminescence, 1 h | AID 743266 | Q03431 | Potency, µM (top dose mostly 115 µM), for inactives: at the highest dose activation, most hits filed as activators; note: potency is the fitted concentration of half-maximal effect; nearly all actives have a fitted effect of over 55% in size; some results filed as inactive show a strong effect at the top dose; inactives centre near -15; many of its hits are not listed in these tables
#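 HEK-293-derived GP2 cells expressing PTHR1 and a GloSensor cAMP reporter, 3,000/well, plated overnight, given luciferin plus IBMX (each 0.5 mM as added) for 1 h at 37 °C, then compound for 1 h at 37 °C. Luminescence was read after 15 min at room temperature.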
# * = called active by the depositor; i = inactive; ? = inconclusive; · = no result given; [ ] = another dose, or the depositor's remark. Unless noted, calls come from the whole dose curve; as a rule, active = well fitted curve in the direction sought with a large enough effect; inconclusive = small, poorly fitted or top-dose-only effect, or another doubt; inactive = no such curve, though single readings can be large; an effect the other way counts as inactive or inconclusive. This is a subset, so the mix of outcomes need not match the whole.
compound	aSyn rescue	KB-V1 MDR tox	TDP-43 yeast inh	GLP-1R inv ag	D3 antag	DRD3 agonist	GLP1R ag	GLP1R cytotox	PTHR1 ag
COC(=O)NNC1=CC(=O)CC(C)(C)C1	4%	16%	23%	3%	-1	1	9%	-5%	i
CC(C)c1ccc(C(=O)N/N=C/c2cccc(Cl)c2Cl)cc1	8%	-3%	0%	0%	-18	1	-7%	-9%	-9%[57.5 µM]
CCc1nc2scc(-c3ccc(C)cc3)c2c(=O)n1N	10%	?	18%	8%	-2	1	13%	18%	-8%
CC(C)(C)OC(=O)C[C@@H]1C/C=C\C[C@H](CC(=O)NCCO)C(=O)N[C@@H](Cc2ccccc2)COC1=O	3%	?	19%	11%	-4	2	-6%	6%	-21%
CC(=O)c1sc(NC(=O)c2cnc(Cl)c(Cl)c2)nc1C	-12%	-5%	-1%	-3%	10	9	-1%	2%	-32%[inhibitor]
O=C(CCCc1cccs1)NCCc1c[nH]c2ccccc12	6%	28%	23%	?	6	0	16%	0%	0%
N=C1/C(=C/c2cccn2-c2ccc([N+](=O)[O-])cc2)C(=O)N=C2SC=CN12	-7%	?	16%	21%	29	4	-3%	-20%	0%
O=C(COc1ccccc1[N+](=O)[O-])NCC1(N2CCOCC2)CCCCC1	-1%	-26%	18%	-25%	22	3	17%	-5%	-29%
Cc1ccc2c(c1)nnn2C1CCN(C(=O)NCc2ccccc2)CC1	0%	?	20%	3%	7	-4	3%	-2%	i
Cc1ccc(S(=O)(=O)N2CCN(C(=O)c3ccccn3)CC2)cc1	-3%	0%	-29%	-11%	-3	-10	-2%	4%	i
C=CCSC1=N/C(=C\c2ccc3c(c2)OCO3)C(=O)S1	6%	56%	-11%	0%	2	1	-6%	23%	i
CCOC(=O)c1oc2ccccc2c1NC(=O)COc1ccc(F)cc1	4%	8.2µM*	-9%	7%	11	18	10%	-15%	-8%[57.5 µM]
COC1=C(c2ccccc2)C(=O)c2ccccc2C1=O	-71%[inhibitor]	?	-95%[inhibitor]	9%	?	-19	-5%	2%	-87%[inhibitor]
COc1ccc2c(c1)c1c(c(=O)n(Cc3ccccc3)c(=O)n1Cc1ccccc1)n2C	·	0%	14%	-10%	·	2	-1%	-5%	-8%
C=CCNc1nc(=S)[nH]c2cc(OC)c(OC)cc12	0%	4%	0%[9.22 µM]	22%	-22	0	5%	-3%	6%
CC(=O)Nc1ccc(-c2csc(NC(=O)C3CC(=O)N(c4ccc5c(c4)OCCO5)C3)n2)cc1 (stereo not given)	2%	-1%	-1%	?	-3	-8	-1%	-29%	i
Cc1ccc2[nH]c3c(c2c1)CNCC3	-8%	-1%	1%	-19%	-58*	-22	3%	14%	i
Cc1cc(OCC(=O)Nc2cccc(S(=O)(=O)NC3=NCCCCC3)c2)ccc1Cl	1%	-4%	17%	?	23	-4	1%	8%	-34%[inhibitor]
CCCCCCn1c(=O)n2n(c1=O)C[C@]1(OC(=O)Nc3cccs3)CN(S(=O)(=O)c3ccc(C)cc3)C[C@]1(O)C2	0%	-27%	0%	?	16	6	-2%	1%	-94%[inhibitor]
Cc1ccc(C(=O)N/C(=C\c2cn(S(=O)(=O)N(C)C)c3ccccc23)C(=O)N2CCCC2)cc1	1%	0%	2%	?	14	-4	20%	-11%	-12%
Cc1ccc(Cl)cc1NS(=O)(=O)c1cn(C)nc1C	6%	?	8%	2%	14	-4	5%	5%	-6%
CC(C)(C)C(=O)CSc1ccc(S(=O)(=O)N2CCN(Cc3ccccc3)CC2)cn1	10%	?	16%	?	-2	-8	15%	6%	-24%
Cc1c(Cl)cccc1NC(=O)Cn1c(CCC(=O)O)ccc1-c1ccccc1	3%	16%	7%	-14%	3	3	-1%	-9%	-4%
CCC(=O)N(Cc1cc(=O)[nH]c2ccccc12)c1ccccc1C	3%	-6%	7%	0%	0	-1	16%	-16%	-27%
Cn1ccc2c(-c3cncc4ccccc34)cc3c(c21)C1CCC3C1 (stereo not given)	-20%	10%	28µM*	?	4	-5	17%	0%	i
CCc1ccc(-n2c(SCc3ccccc3Cl)nc3[nH]ncc3c2=O)cc1	·	8%	22%	?	·	-6	·	0%	i
COc1ccc(CCNC(=O)CN(c2ccccc2)S(C)(=O)=O)cc1OC	-1%	3%	21%	0%	-6	3	11%	-4%	i
Cc1ccc(CSc2nc3nc(C)cc(C)n3n2)cc1	4%	3%	?	105%[activator]	27	2	16%	2%	i
COc1ccc(OC)c(NC(=O)C2CCCN2C(=O)C2CCC(C)CC2)c1 (stereo not given)	-9%	-12%	17%	-10%	17	3	8%	-19%	i
CC1CCCCN1C(=O)COC(=O)CSc1ccc(C(N)=O)cc1[N+](=O)[O-] (stereo not given)	2%	16%	-17%	5%	2	-3	10%	-13%	i

# The results go on.
compound	aSyn rescue	KB-V1 MDR tox	TDP-43 yeast inh	GLP-1R inv ag	D3 antag	DRD3 agonist	GLP1R ag	GLP1R cytotox	PTHR1 ag
COc1ccc(NC(=O)Cn2c(=O)oc3cc(S(=O)(=O)N4CCCC4)ccc32)cc1	2%	-11%	-6%	-6%	0	-12	13%	-24%	-7%
Cc1ccc(S(=O)(=O)N2CCN(C(=O)CC3CCCC3)CC2)cc1	4%	-29%	-10%	-4%	-20	-9	5%	5%	i
CCC(C)NC(=O)C1CCC(CNS(=O)(=O)c2ccc(Cl)cc2)CC1 (stereo not given)	·	-8%	-15%	5%	·	-15	·	2%	-11%
Cc1ccccc1SCC(=O)NNC(=O)c1ccccc1O	0%	10%	13%	?	27	10	0%	4%	i
C[C@H](O)[C@@H]1CN2CCc3c([nH]c4ccc(-c5ccc6c(c5)OCO6)cc34)[C@@H]2C[C@@H]1N(C)C(=O)NC1CCCCC1	0%	?	12%	?	-30	-3	5%	-43%	7%
Cc1ccc(S(=O)(=O)N2C[C@H]3C(=O)C[C@@H](c4ccccc4C)N(S(=O)(=O)c4ccc(C)cc4)[C@H]3C[C@H]2c2ccccc2)cc1	18%	7%	15%	4%	9	8	0%	4%	-20%
CCN(CC)c1ccc(C=C(c2nnnn2-c2ccccc2)c2nnnn2-c2ccccc2)cc1	6%	-15%	-15%	-27%	-11	2	6%	9%	-27%
COc1ccccc1NC(=O)c1cc(S(=O)(=O)N2CCCCCC2)ccc1F	1%	-26%	11µM*	?	9	5	16%	-8%	-3%
Cc1cc(-c2c(C)[nH]n(-c3ccc(Cl)cc3)c2=O)n(-c2ccccc2)n1	1%	-4%	3%	1%	-28	12	8%	0%	i
COc1cc2c(cc1OC)/C(=C/C(=O)c1ccc([N+](=O)[O-])c(C)c1)NCC2	2%	-4%	17%	62%[activator]	17	2	22%	-8%	-42%[inhibitor]
CN(C)c1oc(-c2ccc(OCc3ccccc3)cc2)nc1C#N	15%	21µM*	7%	-9%	44	6	6%	18%	i
COc1cc(CCN2C(=O)c3cccc4cccc(c34)C2=O)c(S(=O)(=O)NCCCO)cc1OC	-11%	1%	-9%	44%[activator]	12	-8	3%	-3%	i
CC1CCCC(C)N1C(=O)Cn1nnc(-c2ccc([N+](=O)[O-])cc2)n1 (stereo not given)	3%	9%	21%	-20%	5	4	4%	-27%	-28%
COc1ccc(/C=N/NC(=O)c2ccc(CN3C(=O)c4cccc5cccc3c45)cc2)cc1O	12%	-3%	11%	-15%	4	1	20%	8%	-27%
Cc1noc2ncnc(Nc3ccc(F)cc3)c12	·	-8%	?	8%	·	9	·	15%	-24%
CC1CCC(C(C)C)C(OC(=O)Cn2c(-c3ccc(F)cc3)[n+](C)c3ccccc32)C1 (stereo not given)	-7%	-6%	4%	?	-72*	-14	-24%	?	-53%[inhibitor]
O=C(Cc1ccc(Cl)cc1)NC1CCCCCC1	0%	-19%	-4%	?	21	0	1%	-23%	i
COc1ccc2c(c1)c1c(c(=O)n(-c3ccccc3C)c(=O)n1CC(=O)Nc1c(C)cccc1C)n2C	·	0%	10%	18%	·	-7	-4%	2%	i
O=C1CCCCC1(c1ccccc1)c1ccccc1	7%	3%	15%	?	-20	-8	-1%	8%	-43%[inhibitor]
COc1ccccc1-n1c(SCC(N)=O)nnc1-c1ccc(S(=O)(=O)N2CCCCC2)cc1	5%	17%	-17%	74%[activator]	5	13	7%	8%	-8%[57.5 µM]
CN1Cc2cc(C(=O)c3ccccc3O)cnc2NC1=O	2%	-8%	18%	-7%	-28	10	-4%	14%	i
CCOc1ccc(S(=O)(=O)Nc2cc(F)ccc2F)c2cccnc12	0%	16%	-1%	-9%	-1	4	2%	-65%	-9%
O=C(CN1C(=O)C(=O)N(C2CCCC2)C1=O)Nc1ccc(N2CCOCC2)cc1	1%	-4%	-6%[9.22 µM]	23%	10	-17	2%	0%	i
C1CC2CN(c3nc4nonc4nc3N3CCSCC3)CCN2C1 (stereo not given)	1%	?	-4%	?	2	3	3%	-28%	i
Cc1ccc(C(=O)NCC(=O)N2CCN(c3ccccc3O)CC2)s1	?	0%	17%	-31%	-21	0	-1%	-10%	-32%[inhibitor]
COc1cc2c(cc1OC)C(C)N(S(=O)(=O)c1cn(C)cn1)CC2 (stereo not given)	3%	17%	-7%	31%[activator]	0	4	19%	4%	i
CN(Cc1nccs1)C(=O)C1CCC(=O)N(CCCc2ccccc2)C1 (stereo not given)	-2%	29%	-10%	12%	0	5	-2%	1%	i
